T cell HTS: T cell immune modulators affecting CD8 T cell-vesicle binding. calls only at 7 µM. 2C CD8+ T cell-vesicle binding, flow cytometry; stronger effect = lower value. 0.068% of 330,000 active;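 active means response, share of CD8 T cells binding vesicles, and their 90th percentile fluorescence all below set limits, cut at about 80% in these data, passing the limit was not always enough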
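System: murine 2C transgenic CD8+ T lymphocytes; also added: QL9-loaded Drosophila micro-vesicles; times: binding 1.5 h at 37 °C; measured by: flow cytometry, PE anti-B7-1 (FL2) versus Alexa647 anti-CD8 (FL8), PFA-fixed; control set: Peptide-free naked vesicles (low) and QL9 vesicles with 0.7% DMSO vehicle (high)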
Lipid droplet: modulators of hepatic lipid droplet formation | 0.4% of 240,000 active | inhibition, % at 6.5 µM | AID 1656 | AML12 mouse hepatocytes, oleate lipid droplets, BODIPY imaging;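 active means lipid droplet intensity inhibited by at least 50%, with more than 500 cells counted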
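Technique: fluorescence imaging, 20x objective, two fields per well / Assay system: AML12 hepatocytes (mouse) / Measure: % inhibition of lipid droplet signal / Doses: 6.5 µM single-point dosing / Incubation: overnight exposure / Reagent: 100 µM oleic acid challenge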
NTR1 ag: NTR1-driven beta-arrestin-GFP spot formation – imaging, U2OS cells, high content, primary screen (AID 493036). agonist mode. P30989. activation, % at 20 µM. 0.17% of 330,000 active;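 active means activation at or above 40% of the spot to cytoplasm intensity ratio, with at least 20 cells analyzed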;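 further: 0% = DMSO without peptide and 100% = 100 nM NTR1 peptide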
Target sequence (P30989 whole entry, looked up): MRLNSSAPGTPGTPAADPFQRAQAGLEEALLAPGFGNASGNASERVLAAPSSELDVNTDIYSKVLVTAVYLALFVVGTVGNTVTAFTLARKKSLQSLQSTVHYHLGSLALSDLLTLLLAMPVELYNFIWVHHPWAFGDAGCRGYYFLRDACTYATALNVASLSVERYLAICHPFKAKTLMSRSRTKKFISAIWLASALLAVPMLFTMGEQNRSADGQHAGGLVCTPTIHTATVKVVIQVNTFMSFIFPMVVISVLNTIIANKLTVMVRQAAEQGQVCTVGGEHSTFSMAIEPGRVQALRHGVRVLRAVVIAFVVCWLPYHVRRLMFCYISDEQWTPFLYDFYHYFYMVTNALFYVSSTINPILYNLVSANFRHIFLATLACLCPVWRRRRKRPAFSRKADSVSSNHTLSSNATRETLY
LYP inhibition: PTPN22 lymphoid phosphatase activity blockers – biochemical, fluorescence intensity, uHTS (AID 1779); inhibition, % at 11.5 µM, or IC50 in µM where a hit was titrated; 0.054% of 290,000 active; recombinant LYP phosphatase, fluorescence intensity; higher % means a stronger effect; in the data active means inhibition above about 50%;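 further: plate controls were vehicle with enzyme for no effect and no enzyme for full effect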
MgcRacGAP inhibition: MgcRacGAP GTPase-activating activity inhibitors, confirmation, biochemical, ADP Hunter fluorescence. MgcRacGAP-stimulated Rac1 GTP hydrolysis, ADP Hunter fluorescence; higher % means a stronger effect; GST-tagged Rac1 F28L mutant substrate. inhibition, % at 30 µM, or IC50 in µM where a hit was titrated. 0.6% of 340,000 active. AID 624330;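 active means first-screen hits whose inhibition reached a set limit at any dose in the follow-up dose series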;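 further: fluorescence reports GDP produced by GAP-driven GTP hydrolysis; strong numbers were not always called active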
GPR55 antagonists: GPR55 antagonists blocking LPI-driven arrestin recruitment, primary screen, imaging, U2OS, beta-arrestin-GFP, LPI agonist (AID 2013); U2OS GPR55 beta-arrestin-GFP translocation imaging, LPI antagonism; higher % means a stronger effect; one-dose inhibition, % at 10 µM; IC50 in µM for titrated hits; 0.13% of 290,000 active;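 active means spots per cell inhibited over 60%, with over 100 cells counted and total cytoplasm intensity under 500,000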;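 further: U2OS cells stably carrying GPR55 and arrestin-GFP stimulated by 5 µM LPI near EC80; imaged beta-arrestin-GFP aggregate spots per cell after agonist stimulation; plate controls were LPI-stimulated DMSO wells for no effect and DMSO wells without LPI for full effect; some results filed as inactive read as strong as hits; confirmed hits need IC50 under 10 µM and bright autofluorescent wells are also inconclusive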
GPR35 antagonists: GPR35 antagonists blocking zaprinast-driven arrestin recruitment, primary screen, imaging, U2OS, beta-arrestin-GFP, zaprinast agonist (AID 2058); U2OS GPR35 beta-arrestin-GFP translocation imaging, zaprinast antagonism; higher % means a stronger effect; 0.052% of 290,000 active; one-dose inhibition, % at 10 µM; IC50 in µM for titrated hits;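 active means inhibition of at least 50% with at least 30 cells and total cytoplasm GFP at most 10,000,000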
GPR55 activation: selective activators of receptor GPR55 – imaging, U2OS cells, beta-arrestin-GFP redistribution, primary screen (AID 1961). U2OS GPR55 beta-arrestin-GFP redistribution imaging; higher % means a stronger effect. activation, % at 10 µM; hits with a dose series show EC50 in µM. 0.048% of 290,000 active;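 active means activation above 40% with more than 50 cells counted in the well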;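 further: U2OS osteosarcoma cells stably expressing GPR55 and beta-arrestin-GFP; plate controls were DMSO negative control for no effect and LPI positive control for full effect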
SV40 large T antigen: SV40 large T antigen inhibitors, biochemical (AID 1903) | SV40 large T antigen ATPase/helicase inhibition assay; higher % means a stronger effect | one-dose inhibition, % at 20 µM; IC50 in µM for titrated hits | 0.39% of 310,000 active; in the data active means a potency from the dose series; further: strong numbers were not always called active
Lipid droplet cells 6.5 µM: further read-out of Lipid droplet, marked with its call; cell count; measured here: cell count, cytotoxicity flag;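 cells counted across two imaged fields per well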
T cell HTS vesicle-bound %: second read-out of T cell HTS, no call of its own (marks repeat the call); double positive events, %; measured here: CD8+ vesicle-bound cell fraction;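 binding gate set so that unloaded-vesicle control wells show 10% double positive cells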
NTR1 ag cell count 20 µM: further read-out of NTR1 ag, marked with its call; cell count; measured here: cell count, cytotoxicity flag
* hit, by the source's call; i = inactive; · = no result given.

entry	SMILES	T cell HTS	T cell HTS vesicle-bound %	Lipid droplet	Lipid droplet cells 6.5 µM	NTR1 ag	NTR1 ag cell count 20 µM	LYP inhibition	MgcRacGAP inhibition	GPR55 antagonists	GPR35 antagonists	GPR55 activation	SV40 large T antigen
1	O=C(c1ccco1)N1CCN(C2CC(=O)N(c3ccc(C(F)(F)F)cc3)C2=O)CC1 (stereo not given)	i	17	2	802	-0.3	11	-9%	5%	13%	1%	0.0%	-2%
2	CC(C)N(CCCNC(=O)c1ccc(N2CCCC2=O)cc1)Cc1ccccc1	i	9	21	737	-0.5	53	-8%	7%	5%	1%	0.1%	6%
3	CCc1c(C)sc(NC(=O)CSc2nc3c(c(C(F)(F)F)n2)CCc2ccccc2-3)c1C#N	i	48	20	734	2.4	51	-6%	9%	1%	16%	-0.4%	9%
4	CC(=O)N1CCN(c2ccc(NC(=O)c3ccc(C)c([N+](=O)[O-])c3)cc2)CC1	i	37	5	826	-1.3	59	-8%	-11%	0%	-13%	-0.1%	5%
5	Cc1ccc(C(=O)NCC(=O)OCC(=O)NCC(F)(F)F)cc1	i	4	-9	617	0.6	41	-7%	3%	13%	2%	0.1%	3%
6	COc1ccccc1NC(=O)N1CCCC(c2nc3c(nnn3Cc3ccc(C)cc3)c(=O)[nH]2)C1 (stereo not given)	i	37	·	·	0.7	60	-6%	7%	-10%	19%	0.3%	0%
7	Cc1ccc(CNCC2CCCO2)s1 (stereo not given)	i	43	16	742	-2.8	85	-4%	8%	7%	2%	31%	2%
8	O=C(Oc1ccc(Br)cc1)C1CC(=O)N(c2ccc(F)cc2)C1 (stereo not given)	i	13	0	736	-0.3	55	-6%	14%	-3%	-8%	-0.1%	30%
9	COc1ccc2[nH]c(C)c(CN3CCCCC3)c(=O)c2c1	i	17	2	770	-0.7	57	1%	4%	-5%	6%	0.2%	·
10	CCCN(CCC)CC(=O)N1CC(=O)Nc2ccccc21	i	26	7	629	0.1	83	-8%	6%	-5%	10%	-0.1%	13%
11	Cn1c(SCC(=O)NCc2ccc3c(c2)OCO3)nnc1-c1cc2ccccc2cc1O	i	15	·	·	-0.3	95	-2%	8%	12%	0%	-0.1%	9%
12	Cn1c(NC(=O)c2ccc(F)cc2)c(-c2ccccn2)c(=O)c2ccccc21	i	26	7	689	-0.3	49	0%	·	2%	2%	-0.1%	17%
13	CC(=O)c1ccc(NC(=S)NC(=O)/C=C/c2ccco2)cc1	i	70	-9	794	-0.2	55	-2%	22%	8%	-20%	0.3%	13%
14	O=C(CN1C(=O)COc2ccc(S(=O)(=O)N3CCCCCC3)cc21)NCc1ccc(F)cc1	i	34	-5	760	4.2	56	-8%	6%	9%	-6%	-0.3%	·
15	COC(=O)C1CCN(CC(=O)Nc2ccccc2Sc2ccccc2)CC1	i	61	4	682	5.5	78	4%	16%	22%	7%	-0.3%	9%
16	COc1cc(C(=O)NCC2CCCO2)ccc1OCc1ccccc1Cl (stereo not given)	i	35	-9	814	-0.4	62	-6%	1%	-7%	0%	-0.2%	-1%
17	O=C(NCc1ccc(Cl)cc1)C1CCN(c2nnc(N3CCCC3=O)s2)CC1	i	50	-1	787	-0.7	99	-14%	5%	1%	11%	0.6%	17%
18	CC(=O)Nc1nnc(CCS(=O)(=O)c2ccc(C)c(C)c2)s1	i	33	-31	647	-1.8	87	-9%	3%	8%	6%	0.3%	3%
19	COc1ccc(N2C(=O)[C@H]3[C@@H](C2=O)C2c4ccccc4C=NN2[C@H]3C(=O)C(C)(C)C)cc1 (stereo not given in full)	i	54	18	751	1.5	51	-3%	7%	-10%	-13%	-0.1%	10%
20	CCOc1ccc(NS(=O)(=O)c2ccc(C(=O)N3CCN(c4ncccn4)CC3)cc2)cc1	i	37	-13	708	1.4	56	-5%	8%	7%	4%	-0.3%	4%
21	NS(=O)(=O)c1ccc(NC(=O)c2cc(Cl)ccc2Cl)cc1	i	37	14	637	0.0	48	-3%	1%	6%	1%	0.1%	3%
22	CCn1nc(C)cc1C(=O)N1CCCC(C(=O)c2ccc3ccccc3c2)C1 (stereo not given)	i	19	8	671	0.5	68	-6%	4%	6%	1%	-0.3%	2%
23	Cc1ccc(S(=O)(=O)NCCC(=O)NCCN2CCCCCC2)cc1	i	25	-10	739	-0.3	43	-11%	7%	-7%	4%	-0.4%	-3%
24	Cc1ccc(NC(=O)C2CCC(N3C(=O)C4CCCCC4C3=O)CC2)cc1 (stereo not given)	i	21	2	780	-0.7	46	1%	12%	-1%	9%	-0.1%	5%
25	CC(C)(C)c1ccc(S(=O)(=O)Nc2cccc(C3OCCCO3)c2)cc1	i	36	23	645	3.3	34	1%	-1%	10%	-8%	0.0%	2%
26	Cc1ccc(C)c(C(=O)CSc2n[nH]c(-c3ccncc3)n2)c1	i	58	·	·	0.0	75	-7%	6%	10%	17%	0.3%	-5%
27	Cc1ccccc1S(=O)(=O)Cc1ccc(C(=O)NC2CC2)o1	i	30	-7	712	-0.4	59	-7%	10%	5%	0%	0.6%	11%
28	CCOC(=O)C1(Cc2ccccc2C)CCCN(C(=O)CCc2cccnc2)C1 (stereo not given)	i	40	-6	733	1.6	38	-7%	4%	-2%	-1%	-0.1%	2%
29	CN(C)C1=NCCN1CC1CCCC1	i	19	·	·	0.3	88	·	3%	·	·	·	10%
30	COc1cc(OC)c(NC2=NCCCCC2)cc1Cl	i	34	·	·	-0.7	61	-5%	17%	6%	5%	0.4%	5%

The final 4 records of the part before open the next one:
No.	compound	T cell HTS	T cell HTS vesicle-bound %	Lipid droplet	Lipid droplet cells 6.5 µM	NTR1 ag	NTR1 ag cell count 20 µM	LYP inhibition	MgcRacGAP inhibition	GPR55 antagonists	GPR35 antagonists	GPR55 activation	SV40 large T antigen
27	Cc1ccccc1S(=O)(=O)Cc1ccc(C(=O)NC2CC2)o1	i	30	-7	712	-0.4	59	-7%	10%	5%	0%	0.6%	11%
28	CCOC(=O)C1(Cc2ccccc2C)CCCN(C(=O)CCc2cccnc2)C1 (stereo not given)	i	40	-6	733	1.6	38	-7%	4%	-2%	-1%	-0.1%	2%
29	CN(C)C1=NCCN1CC1CCCC1	i	19	·	·	0.3	88	·	3%	·	·	·	10%
30	COc1cc(OC)c(NC2=NCCCCC2)cc1Cl	i	34	·	·	-0.7	61	-5%	17%	6%	5%	0.4%	5%
31	CCn1c2ccccc2c2cc(NC(=S)N3CCOCC3)ccc21	i	47	·	·	0.6	53	-1%	12%	2%	5%	0.0%	6%
32	CCc1cccc(CC)c1NC(=O)C(NS(=O)(=O)c1cccs1)c1ccccc1 (stereo not given)	i	42	19	578	-0.5	35	5%	13%	-2%	6%	0.0%	7%
33	O=C(COC(=O)CCNS(=O)(=O)c1ccccc1)NNC(=O)c1ccccc1	i	23	·	·	-0.4	77	·	2%	·	·	·	21%
34	CCCCn1c(NC(=O)C2CCCCC2)nc2ccccc21	i	37	1	786	0.1	47	-1%	4%	55%	6%	-0.1%	0%
35	COC(=O)c1nc(-c2ccccc2)n[nH]1	i	44	1	818	-1.8	75	-9%	4%	-9%	-10%	0.0%	4%
36	CC(=O)NC(CC(=O)Nc1nccs1)c1ccccc1 (stereo not given)	i	39	0	733	0.3	52	-1%	7%	-4%	1%	-0.3%	7%
37	COCC(C)NC(=O)C1CC(=O)N(c2ccc(C)cc2)C1 (stereo not given)	i	49	·	·	-1.3	74	-12%	-1%	8%	-7%	0.2%	3%
38	COc1ccc(C2=NS(=O)(=O)N(C)C(C(=O)NC3CCCC3)=C2)cc1	i	13	2	797	-0.1	66	-6%	-6%	5%	2%	-0.1%	8%
39	CN1CCN(S(=O)C23CC4CC(CC(C4)C2)C3)CC1 (stereo not given)	i	49	-21	719	0.9	88	-4%	-5%	0%	-16%	1.1%	9%
40	c1ccc(Cc2cc[n+](Cc3ccccn3)cc2)cc1	i	18	-14	680	-0.3	52	-2%	7%	-2%	2%	0.7%	6%
41	CCOc1ccc(N(Cc2ccc(OC)c(OC)c2)C(=O)c2ccco2)cc1	i	20	-5	747	-0.2	29	-1%	3%	6%	20%	0.3%	18%

Assay outcomes as filed in PubChem BioAssay.
